Statin myotox sup: suppression of simvastatin myotoxicity | rescue of ATP level, % at 7.49 µM | C2C12 myotubes + simvastatin, ATP luminescence, 48 h; scaled: DMSO 0, geranylgeraniol control 100 | 330,000 tested, 0.78% active;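 active = mean ATP rescue above about 67%, or every replicate alone reaching that limit, limit read from the data, passing the limit was not always enough; inconclusive = no clear call, values can overlap the other calls; inactive = mean under the limit and some replicate under it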;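 note: myotubes were challenged with 10 µM simvastatin during compound exposure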
Casp6 inh: inhibitors of human caspase-6; purified caspase-6, Z-VEID-R110 cleavage fluorescence; 350,000 tested, 0.53% active; P55212; inhibition, % at 12.5 µM;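 active = mean inhibition across replicates at least about 35%, with every replicate also reaching that limit, limit read from the data; inconclusive = only one of the two criteria met; inactive = neither criterion met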;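 note: 0% = median of neutral control wells and 100% = no fluorescence left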
Target sequence (P55212 24-179 limits assumed): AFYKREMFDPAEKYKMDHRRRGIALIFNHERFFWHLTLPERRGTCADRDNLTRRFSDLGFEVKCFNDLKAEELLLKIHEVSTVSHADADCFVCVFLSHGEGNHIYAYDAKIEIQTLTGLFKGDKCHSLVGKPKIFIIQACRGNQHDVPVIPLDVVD
Target sequence (P55212 194-293 limits assumed): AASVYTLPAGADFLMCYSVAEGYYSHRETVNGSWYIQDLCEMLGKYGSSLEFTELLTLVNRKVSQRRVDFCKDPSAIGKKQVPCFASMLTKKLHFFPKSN
SIRT5 block: blocks human SIRT5 desuccinylation of peptide. 330,000 tested, 1.1% active. Q9NXA8. inhibition, % at 15 µM. AID 652115. Purified SirT5, succinyl-peptide AMC, trypsin-coupled fluorescence; in the data active = inhibition above about 15%; inconclusive = no clear call, values can overlap the other calls
Target sequence (Q9NXA8 whole entry, looked up): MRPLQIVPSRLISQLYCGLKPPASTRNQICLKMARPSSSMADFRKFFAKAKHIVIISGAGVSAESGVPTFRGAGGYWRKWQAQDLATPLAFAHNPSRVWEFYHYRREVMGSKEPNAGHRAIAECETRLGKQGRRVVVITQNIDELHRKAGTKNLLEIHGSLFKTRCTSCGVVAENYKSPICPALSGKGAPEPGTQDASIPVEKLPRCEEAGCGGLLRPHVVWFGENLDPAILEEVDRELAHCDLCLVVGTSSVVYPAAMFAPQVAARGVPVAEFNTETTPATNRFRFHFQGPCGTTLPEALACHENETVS
esBAF inh: blocks esBAF chromatin remodeling in mouse ES cells. Bmi1-luciferase knock-in reporter, 24 h; 100% = twice the neutral-well signal. reporter increase, % at 12.5 µM. 350,000 tested, 2% active; in the data active = activation above about 40%; inconclusive = no clear call, values can overlap the other calls;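 note: 0% = median of the plate's neutral control wells and 100% = double that signal; a rise in the Bmi1 reporter signal indicates esBAF inhibition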
S100A4 inh HTS: inhibitors of human S100A4 binding to myosin IIA peptide. P26447. S100A4/TAMRA-MyoIIA peptide fluorescence polarization. inhibition, % at 10.7 µM. 360,000 tested, 0.14% active. AID 652163;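 active = mean inhibition of at least 70% across replicates, with every replicate also reaching that level; inconclusive = mean inhibition reaches 70% but some replicates fall short; inactive = mean inhibition below 70%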
Target sequence (P26447 whole entry, looked up): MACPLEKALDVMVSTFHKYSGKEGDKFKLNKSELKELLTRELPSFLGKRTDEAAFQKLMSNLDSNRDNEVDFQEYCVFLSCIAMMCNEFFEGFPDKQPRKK
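Material: S100A4 monomer (human). Medium: Calcium-containing HEPES buffer, pH 7.2. Probe or stimulus: labelled myosin peptide probe, 5 nM. Compound dosing: one concentration per compound. Timing: polarization read 5 min after assay mix addition, stable 5–60 min. Benchmarks: DMSO as neutral control, TFP as positive control.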
FN deposit inh: fibronectin deposition inhibition; inhibition, % at 12.6 µM; AH1F fibroblasts, Alexa488-fibronectin deposition fluorescence, overnight; 350,000 tested, 0.086% active;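 active = mean inhibition across replicates of 30% or more, regardless of how many single replicates reach that level; inconclusive = mean under 30% yet at least half of replicates reach 30%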;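 note: positive control wells lacked labelled fibronectin entirely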
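Assay system: AH1F fibroblasts / Quantity: 10000 cells per well / Medium: DMEM plus 2% serum, read in PBS / Reagent: labelled fibronectin 24 nM / Dosing: single dose, pinned / Times: 1 h cell attachment, overnight exposure to compound and label / Signal: fluorescence, ex 485 nm, em 525 nm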
LGR2 inh: inhibitors of bursicon-induced Drosophila LGR2 receptor cAMP signaling; HEK293 LGR2, CRE-luciferase, bursicon-stimulated, 4 h; inhibition, % at 9.99 µM; 380,000 tested, 0.35% active; AID 720647;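 active = drop in luminescence signal, shown as inhibition above about 50% in the replicate tests, limit read from the data, passing the limit was not always enough; inconclusive = probably only some replicates passing the limit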;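 note: agonist challenge used bursicon conditioned medium at about half maximal strength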
Numbers without * were called inactive; ? = inconclusive; · = not tested or not shown; & = joins results of further samples. Only part of the results is shown, so the mix of outcomes need not match the whole.

item	molecule	Statin myotox sup	Casp6 inh	SIRT5 block	esBAF inh	S100A4 inh HTS	FN deposit inh	LGR2 inh
1	CCOC(=O)c1c(C)[nH]c(C(=O)OCC(=O)Nc2sccc2C(N)=O)c1C	-17.3	5.7	0.5	4.1	-2.1	4.9	70.7*
2	CCCCc1nc(Cl)c(C#N)c2c1CCC2	-10.5	-5.8	-4.1	-10.7	1.3	-3.2	-11.9
3	COc1ccc(N2CCN(CCCNC(=O)C3CCN(S(=O)(=O)N4CCOCC4)CC3)CC2)cc1	0.6	-6.6	-4.3	0.8	-6.4	-3.2	7.4
4	COCCn1c(C)cc(C(=O)CN2c3cccc4cccc(c34)S2(=O)=O)c1C	-0.5	5.0	-4.4	?	-22.6	2.0	-25.5
5	CC1CCN(S(=O)(=O)N2CCC(C(=O)NCc3cccnc3)CC2)CC1	·	2.2	-2.4	·	2.4	0.2	-3.2
6	COc1ccc(N2CCN(C(=O)Cn3cnc4c(cnn4-c4ccc(C)cc4)c3=O)CC2)cc1	10.4	-0.8	-2.5	-2.2	-7.1	-5.3	15.5
7	COc1cc(/C=N/NC(=O)NC2CCCCC2)cc(OC)c1O	-16.7	6.2	·	1.6	2.9	1.6	-3.3
8	CCc1nc(C)cn1S(=O)(=O)c1cc([N+](=O)[O-])ccc1Cl	4.7	-1.5	·	11.1	-12.8	2.9	28.9
9	O=C(c1cccc(S(=O)(=O)N2CCOCC2)c1)N(Cc1ccco1)Cc1cccs1	2.0	6.2	-9.3	-7.9	0.1	-10.6	-0.4
10	CNc1ccccc1NC(=O)C1CCCN1C(=O)OCc1ccccc1 (stereo not given)	10.1	-1.1	-2.0	-3.7	-0.3	9.2	0.4
11	O=C(NC(=S)N1CCN(c2ccccc2)CC1)c1c(F)cccc1F	3.0	2.0	1.1	-0.5	-3.4	8.0	14.7
12	COc1cccc(NC(=O)C2CCCC2)c1	8.3	0.5	-7.2	5.6	-10.5	5.1	-2.0
13	Cc1ccc(-c2csc3ncnc(N4CCN(C)CC4)c23)cc1C	-5.3	-0.5	0.9	-1.5	10.7	-3.1	24.3
14	Cc1cc(CCNC=O)c(C)c2c1sc1ccccc12	·	-0.6	3.6	·	-8.3	·	-7.4
15	CCCC#Cc1cnc2c(c1)C(=O)N([C@H](C)CO)C[C@H](C)[C@@H](CN(C)S(=O)(=O)c1ccccc1)O2	-4.0	3.4	0.9	-7.4	6.0	2.9	-10.8
16	CCS(=O)(=O)N1CCN(C(=O)c2cccs2)CC1	-8.2	·	·	-5.8	·	-3.7	·
17	Cc1cc(C)cc(C(=O)NC(CC(N)=O)c2ccc(N3CCN(c4ccccc4)CC3)c([N+](=O)[O-])c2)c1 (stereo not given)	0.4	-7.9	2.3	-4.1	-2.4	-0.7	·
18	Cc1ccc(S(=O)(=O)NCC2CCC(C(=O)O)CC2)cc1 (stereo not given)	·	-3.0	3.0	·	2.9	·	·
19	CO/N=C(\C)c1ncc(C(F)(F)F)cc1N1CCOCC1	0.0	·	·	-6.9	·	·	-29.6
20	COCC(=O)N1CC2(C1)[C@H](c1ccccc1)[C@@H](CO)N2Cc1ccccc1OC	·	0.3	2.1	·	-0.7	·	9.0
21	CCOC(=O)N1CCC(N2C(=O)c3ccccc3C2Nc2cc(OC)c(OC)c(OC)c2)CC1 (stereo not given)	6.5	1.8	2.8	-1.3	5.3	0.5	-2.8
22	CCc1ccc(NC(=O)CCCN2C(=S)NC(C)(C)CC2C)cc1 (stereo not given)	·	0.4	5.4	·	-2.0	12.5	·
23	COc1ccc(S(=O)(=O)N(CC(=O)NCCSc2ccccn2)c2ccccc2)cc1	6.7	-0.7	-2.6	12.2	-0.4	-4.1	0.9
24	COc1ccc(N2CCCCn3c2nc2c3c(=O)n(C)c(=O)n2C)cc1	-2.7	·	·	-7.6	·	-5.0	·
25	COc1cccc(CN2[C@@H]3CN(C(=O)c4ccncc4)c4ccccc4[C@@H]3[C@@H]2CO)c1	5.0	0.6	14.4	1.3	4.7	·	-2.2
26	CCC(=O)NC[C@@H]1[C@@H](c2ccc(C3=CCCC3)cc2)[C@@H](CO)N1CC1CCCC1	·	-4.3	-2.8	·	2.2	-6.2	-0.7
27	CCn1c(O)c(C=Nc2ccccc2)sc1=O	-2.1	-3.6	-2.5	31.8	-3.4	2.0	-28.6
28	C/C(=N\NC(=O)C1(C)CC1(Br)Br)c1ccc(C)cc1C (stereo not given)	0.1	-3.3	-3.4	-2.4	-1.8	0.7	14.0
29	O=C(C[C@@H]1CC[C@@H](NC(=O)c2ccncc2)[C@@H](CO)O1)NCC1CCCCC1	2.9	3.2	-2.7	-3.6	1.7	0.1	9.7
30	O=C(Nc1cccc(S(=O)(=O)N2CCCC2)c1)c1ccc2c(c1)OCO2	·	0.9	-4.3	·	-1.7	-0.4	-7.3
31	C[C@H](CO)N1C[C@H](C)[C@@H](CN(C)Cc2ccc(C(F)(F)F)cc2)Oc2ccc(NC(=O)NC3CCCCC3)cc2C1=O	-18.1	0.4	2.9	-1.7	1.0	·	-12.9
32	CCCC[C@@H]1CNC(=O)C(=O)N1CCCC	·	-0.6	·	·	-0.9	-3.9	1.0
33	O=C(Nc1cc2c3c(c1)CC(=O)N3CCC2)c1ccccc1Br	-14.8	2.1	0.8	·	0.0	-2.8	7.2
34	Cc1ccc(NS(=O)(=O)c2cc([N+](=O)[O-])ccc2N/N=C/c2sc(N3CCOCC3)nc2-c2ccccc2)c(C)c1	-67.0	-4.8	1.8	-12.6	-6.2	7.7	-1.2
35	C=CCC12C[C@@]3(O[C@H](c4ccc(C(F)(F)F)cc4)N=C3C[C@H](c3ccc(OC)cc3)[C@H]1C)N(Cc1ccc3c(c1)OCO3)C2=O	·	-3.0	·	·	4.3	-4.2	·
36	COc1ccc(Cl)cc1S(=O)(=O)NCCCn1ccnc1	13.0	-14.2	·	-1.6	-5.0	0.2	2.3
37	CCN1CCCC1CNC(=O)Cn1cnc2ccc(S(=O)(=O)N3CCC(C)CC3)cc2c1=O (stereo not given)	-1.9	·	·	-1.6	·	0.2	·
38	CCOC(=O)N(C)C[C@H]1OCc2cnnn2CCCC(=O)N([C@@H](C)CO)C[C@@H]1C	0.7&-11.3	3.7&-2.7	-10.5&1.0	-4.0&-1.1	0.5&-2.3	-1.3&3.4	-1.9&-15.9
39	CN(C)S(=O)(=O)c1ccc(NC(=O)c2ccncc2)cc1	·	-2.8	-6.2	·	-1.0	-2.4	·
40	CC1CC(C)CN(C(=O)COC(=O)C2CCN(S(=O)(=O)c3ccc4c(c3)OCCO4)CC2)C1 (stereo not given)	1.7	0.9	2.9	2.6	-3.3	7.7	3.0
41	Nc1c(C(=O)O)sc2nc3c(cc12)CCCC3	·	3.8	1.6	·	-4.8	1.0	-0.3
42	Nc1nnc(SCC(=O)Nc2sc3c(c2C(=O)c2ccccc2)CCCC3)s1	·	-1.4	-1.5	·	-2.4	-1.8	26.7
43	CC(C)NC(=O)Nc1ccc2c(c1)C(=O)N([C@@H](C)CO)C[C@H](C)[C@@H](CN(C)S(=O)(=O)c1ccc(Cl)cc1)OCCCC[C@H](C)O2	·	0.7	9.5	1.4	-3.2	-5.0	4.2
44	COc1ccc(NC(=O)Nc2ccc3c(c2)C(=O)N([C@H](C)CO)C[C@H](C)[C@@H](CN(C)S(C)(=O)=O)OCCCC[C@@H](C)O3)cc1	·	-0.7	-2.5	-2.0	-4.2	·	-2.3
45	O=C(COC(=O)[C@@H]1CC(O)CN1S(=O)(=O)c1ccc2c(c1)OCCO2)Nc1cc(F)ccc1F (stereo not given in full)	-6.6	0.7	0.1	-5.6	-2.6	3.8	-12.8
46	CCN(C(=O)CSc1nc(C)nc2sc(C)c(C)c12)c1ccc(F)cc1	18.8	-3.5	-0.7	0.1	2.4	1.9	·
47	COC(=O)c1ccccc1NC(=O)CN(Cc1ccccc1)S(C)(=O)=O	8.0	·	·	-8.6	·	0.4	·
48	CSc1ccc(/C=C2/C(=N)N3N=C(CC(=O)N4CCCC4)SC3=NC2=O)cc1	27.0	1.0	-8.7	-3.2	-9.5	-4.3	3.2
49	O=C(O)C(Cc1ccccc1)Nc1ccc([N+](=O)[O-])cc1[N+](=O)[O-] (stereo not given)	-7.2	7.5	·	38.5	0.5	0.8	-68.1
50	C[C@H]1O[C@@H](O[C@H]2CC[C@@]3(C)C(CC[C@]4(C)C3C=CC3=C5CC(C)(C)CC[C@]5(CO)[C@H](O)C[C@]34C)[C@]2(C)CO)[C@H](O)[C@@H](O[C@@H]2O[C@H](CO)[C@@H](O)[C@H](O)[C@H]2O)[C@H]1O (stereo not given in full)	7.0	3.1	·	-3.2	-0.5	-26.4	1.1

The list continues:
item	molecule	Statin myotox sup	Casp6 inh	SIRT5 block	esBAF inh	S100A4 inh HTS	FN deposit inh	LGR2 inh
51	O=C(CS(=O)(=O)c1cn(CC(=O)N2CCOCC2)c2ccccc12)NCc1ccccc1	·	0.0	-0.4	·	-3.5	·	-5.9
52	CCOC(=O)C1=C[C@@H](C(C)C)N(S(=O)(=O)c2ccc(C)cc2)[C@H]1c1ccccc1F	4.5	-1.0	-3.4	-4.5	2.0	-4.5	-3.9
53	O=C(c1ccco1)N(Cc1ccc([N+](=O)[O-])cc1)c1ccc(Cl)cc1	16.4	·	·	4.1	·	2.2	·
54	Cc1ccnc(SCc2cn3c(C)cc(C)nc3n2)n1	·	-5.0	-20.8	·	-2.5	-1.0	-16.4
55	CC(=O)N1CCN(S(=O)(=O)c2cccc(C(=O)Nc3ccc(OC(F)F)cc3)c2)CC1	2.2	-0.1	0.4	-1.1	-6.1	-4.9	5.8
56	C=CCNC(=O)CSc1nc2sccc2c(=O)n1-c1ccccc1	-4.2	4.1	-1.1	-3.4	-3.1	4.1	-21.6
57	COC(=O)c1c(NC(=O)c2ccccc2[N+](=O)[O-])sc2c1CC(C)(C)NC2(C)C	·	6.4	-1.6	·	3.1	7.9	1.5
58	CCOC(=O)C1=C(COC(=O)c2cccnc2SC)NC(=O)NC1C (stereo not given)	17.2	7.4	-1.4	-2.7	-1.7	5.1	-17.2
59	Cc1ccc(OCCC(=O)OCC(=O)Nc2cc(S(=O)(=O)N(C)C)ccc2C)cc1	·	·	0.0	·	-4.8	7.9	19.1
60	O=[N+]([O-])c1ccc(NC(=S)N2CCc3ccccc32)cc1	-7.2	-0.4	1.6	3.5	-0.1	·	-0.4
61	O=C(Nc1cccc(C(F)(F)F)c1)Nc1ccon1	·	-2.8	-3.7	·	-5.4	·	-9.1
62	C[C@@H]1CN([C@H](C)CO)C(=O)c2cccc(NC(=O)c3cnccn3)c2O[C@@H]1CN(C)S(=O)(=O)c1cn(C)cn1	·	0.3	-2.2	-1.5	2.7	-1.8	0.5
63	CNC[C@@H]1Oc2ncc(C#CCC3CCCC3)cc2C(=O)N([C@H](C)CO)C[C@H]1C	·	-1.6	-0.8	2.9	-19.1	·	8.9
64	Cc1ccc(-n2c(C)c(C)c3c(N)ncnc32)cc1	35.3	-0.4	-2.7	-10.5	-8.7	-5.1	-9.7
65	O=C(NNC(=O)C12CC3CC(CC(C3)C1)C2)[C@@H]1C[C@H]1c1ccccc1	-1.5	0.1	0.4	7.8	-4.9	-9.4	·
66	COC(=O)CN(C#N)c1nc(NCc2ccccc2)nc(OC)n1	-2.8	1.0	-2.0	-15.2	-3.3	15.1	3.0
67	COc1ccccc1N1CC(C(=O)Nc2ccc(S(=O)(=O)N3CCOCC3)cc2)CC1=O (stereo not given)	27.5	·	·	-11.3	·	3.5	·
68	O=S(=O)(Nc1ccc(Cl)nn1)c1ccccc1	·	-3.3	-2.4	·	0.1	6.4	-12.5
69	Cc1cccc(CSc2ncccc2C(=O)O)c1	·	0.3	-3.0	·	4.3	3.8	2.5
